# Source: PubChem
# PKA-R2B activ – activators of human PKA-R2B complex. AID 504700. PKA-R2B holoenzyme dissociation, Cy5-IP20 fluorescence polarization; R2B truncated from residue 108, S112A mutant; 0% DMSO only, 100% 113 µM cGMP. P22694+P31323. activation, % at 11.4 µM. hit rate 0.079% among 340,000;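 active = activation above a cutoff set at the mean over all compounds plus 3 SD, cut at about 18% in these data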;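 also: higher means more holoenzyme dissociation and a rise in polarization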
# Target sequence (P31323 whole entry, looked up, other chains not shown, the tested form may be a part): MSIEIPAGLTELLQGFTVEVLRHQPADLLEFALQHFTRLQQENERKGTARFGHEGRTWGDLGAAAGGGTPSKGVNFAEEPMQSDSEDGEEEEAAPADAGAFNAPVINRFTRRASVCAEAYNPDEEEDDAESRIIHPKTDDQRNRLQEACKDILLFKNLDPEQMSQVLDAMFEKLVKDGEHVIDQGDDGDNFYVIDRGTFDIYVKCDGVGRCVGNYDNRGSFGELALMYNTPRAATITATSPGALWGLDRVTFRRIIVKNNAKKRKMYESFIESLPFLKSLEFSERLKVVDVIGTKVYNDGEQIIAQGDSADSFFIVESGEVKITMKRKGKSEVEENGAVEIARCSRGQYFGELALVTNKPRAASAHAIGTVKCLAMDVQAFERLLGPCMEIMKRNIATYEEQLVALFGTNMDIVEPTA
# DAGLB inhibitor – blocks human DAGLB lipase activity; Q8NCG7; HEK293T DAGLB membrane lysate, EnzChek fluorogenic substrate; inhibition, % at 5.17 µM; hit rate 0.059% among 340,000; AID 504411; in the data active = inhibition above about 34%;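 also: 0% = enzyme with vehicle and 100% = wells lacking enzyme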
# CAL PDZ FP-1 – inhibitors of human CAL PDZ peptide binding; purified CAL PDZ, TMR-peptide fluorescence polarization, 1 h; hit rate 0.02% among 330,000; AID 504414; Q9HD26; inhibition, % at 20 µM;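 active = highest replicate inhibition of at least 40%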;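 also: plate controls were DMSO neutral control wells for no effect and unlabeled competitor peptide control wells for full effect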
#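 material = purified tagged CAL PDZ domain construct (CerCALP) | compound dosing = 20 µM, one dose | times = 1 h at RT | measured by = fluorescence polarization from S- and P-plane intensities, G-factor corrected | read-out = inhibition from polarization loss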
# LANA DNA inh – blocks KSHV LANA C-terminal domain binding to DNA; MBP-C-LANA/FAM-LBS DNA binding, fluorescence polarization; inhibition, % at 9 µM; hit rate 0.078% among 340,000; AID 504423;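 active = highest replicate inhibition at or above 60% at 9 µM, even if other replicates fall short; inactive = all replicates below 60% inhibition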;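 also: 0% = neutral control wells and 100% = 4 µM acridine orange control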
# RTF Ca sens act – cardiac RTF calcium sensitization. IANBD-labeled TnC RTF fluorescence at EC20 calcium; 0% EC20 calcium, 100% full calcium. activation, % at 7.2 µM. hit rate 0.24% among 340,000. AID 493008;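 active = activation above the mean over all tested compounds plus 3 SD, cut at about 30% in these data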;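 also: rise in fluorescence read as greater calcium sensitivity of cardiac thin filaments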
# Cardiac RTF inh – cardiac RTF calcium desensitization. P19429+P45379. IANBD-labeled cardiac RTF, Ca2+ fluorescence. inhibition, % at 7.15 µM. hit rate 0.12% among 340,000. AID 493244;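 active = inhibition above the mean inhibition of all tested compounds plus 3 SD, cut at about 17% in these data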;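 also: assay run at fixed EC70 calcium of 1.6 mM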
# CAL PDZ FP-2 – inhibitors of human CAL PDZ peptide binding; inhibition, % at 24.9 µM; AID 602252; purified CAL PDZ, TMR-peptide fluorescence polarization, 1 h; hit rate 0.92% among 300,000;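 active = mean inhibition of at least 30% with at least half of replicates also reaching 30%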;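 also: 0% = DMSO neutral control and 100% = excess unlabeled competitor peptide PRC23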
# Rtt109 Vps75 – C. albicans Rtt109 histone acetyltransferase inhibition; purified Rtt109/Vps75, ThioGlo CoA-SH fluorescence, 4 h; inhibition, % at 34.9 µM; Q5AAJ8; hit rate 0.16% among 330,000; AID 540336;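 active = inhibition of at least 50% in every replicate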
# SR-BI uptake up – enhances SR-BI lipid uptake from DiI-HDL; CHO ldlA[mSR-BI] cells, DiI-HDL uptake fluorescence, 3 h; 100 = double the neutral-control signal; activation, % at 12.5 µM; hit rate 0.096% among 320,000; AID 504775;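 active = mean replicate activation of at least 60% and every replicate at or above 60%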;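 also: 0% = median plate neutral-control signal and 100% = twice that signal; values of inactives mirror those of a sister screen read the other way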
#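 System: CHO ldlA[mSR-BI] cells / Medium: HEPES-buffered (25 mM, pH 7.4) F12 plus 0.5% BSA / Probe or stimulus: labelled HDL, 10 µg/mL / Doses: single compound concentration, delivered by pin transfer / Schedule: 3 h, 37 °C / Measured by: DiI fluorescence, bottom read / Measure: cell-associated DiI fluorescence as measure of HDL uptake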
# Keap1 Nrf2 FP – disrupts human Keap1 binding to Nrf2 peptide. Q14145. Keap1 Kelch-Nrf2 peptide fluorescence polarization, 1536-well. inhibition, % at 9.4 µM. hit rate 0.15% among 340,000. AID 504523; in the data active = inhibition above about 12%;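 also: human Keap1 Kelch domain with fluorescein labeled Nrf2 9mer peptide probe; 0% = neutral control wells and 100% = peptide positive control; higher means more block of Keap1 binding to Nrf2 peptide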
# Numbers without * were called inactive; · = not tested or not shown.
# Each structure is followed by: PKA-R2B activ, DAGLB inhibitor, CAL PDZ FP-1, LANA DNA inh, RTF Ca sens act, Cardiac RTF inh, CAL PDZ FP-2, Rtt109 Vps75, SR-BI uptake up, Keap1 Nrf2 FP
1: O=C(C1CCCN(Cc2nc(-c3ccc(Cl)cc3)no2)C1)N1CCOCC1 (stereo not drawn)
    -2, 1, -0.5, 0.1, 2, -1, ·, -12, 6, 0
2: CC(C)NC(=S)NC(=O)/C=C/c1cccc2ccccc12
    -21, -2, 1.3, -0.8, -4, -2, -1, 11, -51, 2
3: CC(C)n1nnnc1SCC(=O)N1CCN(C(=O)c2ccco2)CC1
    2, -1, 0.3, 0.8, -4, -9, -5, 2, -23, -1
4: Cc1nc2sc(C(=O)OC(C)C)c(N)c2c(C)c1C
    -13, -1, -1.5, 1.1, 1, 7, -4, -3, 3, -4
5: CCN(CC)S(=O)(=O)c1cccc(C(=O)NC(Cc2c[nH]c3ccccc23)c2nnc3n2CCC3)c1 (stereo not drawn)
    -12, 3, -1.2, 1.0, -4, 1, -5, 6, 13, 1
6: O=C(C1CC1)N1CCc2[nH]c3ccccc3c2C1
    1, 2, -2.2, -0.3, 1, 4, 1, -4, -16, 1
7: CCn1cc(C(=O)NCC2CCCO2)c(=O)c2cc(F)c(N3CCN(C)CC3)cc21 (stereo not drawn)
    4, 0, 0.6, -0.9, -4, -3, -1, -3, 18, -2
8: O=C(NCC1(c2ccccc2)CCCC1)c1ccccc1
    -8, 0, 0.2, -1.1, -5, -4, 9, 3, 16, 0
9: COc1ccc(-n2nc(C(=O)NCc3ccco3)c3ccccc3c2=O)cc1
    8, 0, -1.8, -0.1, -7, -1, -2, -6, -19, 1
10: CCN(CC)CCNC(=O)c1ccc(NC(=O)c2cn(-c3ccc(F)cc3)nc2-c2cccc(OC)c2)cc1
    8, 1, -5.5, -0.5, -4, -9, 0, 3, ·, -2
11: CCOC(=O)c1cc(-c2ccccc2)nn1CC1CC(c2cccnc2)=NO1 (stereo not drawn)
    1, -1, -0.3, 1.1, -6, -3, 0, 0, 13, -4
12: COc1ccc(N2Cc3ccc(OC)c(OC)c3C2=O)cc1
    -7, -2, -1.1, 0.6, 5, -2, 3, 2, 4, 0
13: COc1cc(/C=C/c2nc3ccccc3c(=O)[nH]2)cc(Cl)c1O
    -7, -3, 1.0, -1.1, 6, -14, 29, -1, 25, -13
14: NC(=O)c1c(NC(NC(=O)c2ccco2)(C(F)(F)F)C(F)(F)F)sc2c1CCCC2
    5, 0, 1.0, 0.2, 4, -2, -1, -4, 15, 3
15: O=C(CSc1ncc(-c2ccccc2)[nH]1)Nc1ccccc1F
    -3, 1, -1.7, 0.3, -2, 2, -3, -10, ·, -2
16: O=C(N/N=C/c1cc(Br)c(O)c(Br)c1)C1CC1
    4, 2, -2.5, 1.2, 2, 1, -4, 2, 11, -10
17: Cc1cc(=O)[nH]c(SCC(=O)NC(C)C2CC3CCC2C3)c1C#N (stereo not drawn)
    -13, 2, -0.7, 0.2, 5, -10, 1, 12, 1, -1
18: CCOc1cc(/C=C(/NC(C)=O)C(=O)O)cc(Cl)c1OCc1cccc(Br)c1
    -5, 2, -1.6, 2.1, -3, 6, -8, -7, -4, -3
19: CCc1nnc(NC(=O)C2CC(=O)N(c3ccc(C)cc3)C2)s1 (stereo not drawn)
    5, -2, -1.1, -0.5, -1, -3, ·, 9, 10, -1
20: COc1ccccc1C(=O)Nc1ccc2c(c1)nc1n2CCN(C2CCCCC2)C1
    1, 7, -3.3, -1.4, 4, 6, -5, -2, -67, -4
21: CN(C)S(=O)(=O)N1CCN(CC(=O)Nc2cc(Cl)ccc2Cl)CC1
    -2, 1, 0.9, -0.6, 9, -2, -5, -22, 7, -7

# Part of the list above in another layout:
(12) COc1ccc(N2Cc3ccc(OC)c(OC)c3C2=O)cc1
(13) COc1cc(/C=C/c2nc3ccccc3c(=O)[nH]2)cc(Cl)c1O
(14) NC(=O)c1c(NC(NC(=O)c2ccco2)(C(F)(F)F)C(F)(F)F)sc2c1CCCC2
(15) O=C(CSc1ncc(-c2ccccc2)[nH]1)Nc1ccccc1F
(16) O=C(N/N=C/c1cc(Br)c(O)c(Br)c1)C1CC1

Assay by compound	12	13	14	15	16
PKA-R2B activ	-7	-7	5	-3	4
DAGLB inhibitor	-2	-3	0	1	2
CAL PDZ FP-1	-1.1	1.0	1.0	-1.7	-2.5
LANA DNA inh	0.6	-1.1	0.2	0.3	1.2
RTF Ca sens act	5	6	4	-2	2
Cardiac RTF inh	-2	-14	-2	2	1
CAL PDZ FP-2	3	29	-1	-3	-4
Rtt109 Vps75	2	-1	-4	-10	2
SR-BI uptake up	4	25	15	·	11
Keap1 Nrf2 FP	0	-13	3	-2	-10

# Laid out differently: entries from further up
14: NC(=O)c1c(NC(NC(=O)c2ccco2)(C(F)(F)F)C(F)(F)F)sc2c1CCCC2
  PKA-R2B activ = 5	DAGLB inhibitor = 0	CAL PDZ FP-1 = 1.0	LANA DNA inh = 0.2	RTF Ca sens act = 4	Cardiac RTF inh = -2	CAL PDZ FP-2 = -1	Rtt109 Vps75 = -4	SR-BI uptake up = 15	Keap1 Nrf2 FP = 3

15: O=C(CSc1ncc(-c2ccccc2)[nH]1)Nc1ccccc1F
  PKA-R2B activ = -3	DAGLB inhibitor = 1	CAL PDZ FP-1 = -1.7	LANA DNA inh = 0.3	RTF Ca sens act = -2	Cardiac RTF inh = 2	CAL PDZ FP-2 = -3	Rtt109 Vps75 = -10	SR-BI uptake up = ·	Keap1 Nrf2 FP = -2

16: O=C(N/N=C/c1cc(Br)c(O)c(Br)c1)C1CC1
  PKA-R2B activ = 4	DAGLB inhibitor = 2	CAL PDZ FP-1 = -2.5	LANA DNA inh = 1.2	RTF Ca sens act = 2	Cardiac RTF inh = 1	CAL PDZ FP-2 = -4	Rtt109 Vps75 = 2	SR-BI uptake up = 11	Keap1 Nrf2 FP = -10

17: Cc1cc(=O)[nH]c(SCC(=O)NC(C)C2CC3CCC2C3)c1C#N (stereo not drawn)
  PKA-R2B activ = -13	DAGLB inhibitor = 2	CAL PDZ FP-1 = -0.7	LANA DNA inh = 0.2	RTF Ca sens act = 5	Cardiac RTF inh = -10	CAL PDZ FP-2 = 1	Rtt109 Vps75 = 12	SR-BI uptake up = 1	Keap1 Nrf2 FP = -1
